RAD54 branch = blocks human RAD54 Holliday junction branch migration; hit rate 0.14% among 360,000; inhibition, % at 10.4 µM; Q92698; FAM/BHQ fluorescence; AID 602329;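 active = mean normalized replicate activity at least 40 and at least half of replicates scoring 40 or more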;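 also: 0% = median of neutral control wells and 100% = median of positive control wells; inhibitors cause a drop in the FAM fluorescence signal; in these data hits start at about 50%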
Target sequence (Q92698 whole entry, looked up): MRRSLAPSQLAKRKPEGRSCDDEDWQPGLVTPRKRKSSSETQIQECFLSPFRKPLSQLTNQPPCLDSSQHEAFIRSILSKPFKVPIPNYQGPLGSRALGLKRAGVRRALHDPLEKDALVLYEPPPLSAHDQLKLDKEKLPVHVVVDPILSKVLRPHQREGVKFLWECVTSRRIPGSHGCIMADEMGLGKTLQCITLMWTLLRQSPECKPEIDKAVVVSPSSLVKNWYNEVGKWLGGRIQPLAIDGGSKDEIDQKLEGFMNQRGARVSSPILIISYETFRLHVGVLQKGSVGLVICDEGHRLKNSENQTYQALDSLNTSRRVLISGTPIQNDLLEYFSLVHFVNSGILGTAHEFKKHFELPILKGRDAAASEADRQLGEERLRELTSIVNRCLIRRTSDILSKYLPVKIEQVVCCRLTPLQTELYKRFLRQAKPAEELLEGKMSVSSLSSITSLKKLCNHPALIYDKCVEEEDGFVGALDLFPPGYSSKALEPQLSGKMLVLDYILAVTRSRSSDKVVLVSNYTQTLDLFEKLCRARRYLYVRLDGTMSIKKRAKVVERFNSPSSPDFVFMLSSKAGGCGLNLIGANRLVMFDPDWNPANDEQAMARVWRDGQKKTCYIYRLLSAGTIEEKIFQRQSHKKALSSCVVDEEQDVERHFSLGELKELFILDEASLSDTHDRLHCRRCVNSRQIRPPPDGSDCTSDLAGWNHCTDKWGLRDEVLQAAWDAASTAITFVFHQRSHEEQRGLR
esBAF inh = blocks esBAF chromatin remodeling in mouse ES cells; hit rate 2% among 350,000; Bmi1-luciferase knock-in reporter, 24 h; 100% = twice the neutral-well signal; reporter increase, % at 12.5 µM; AID 602393; in the data active = activation above about 40%;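 also: 0% = median of the plate's neutral control wells and 100% = double that signal; a rise in the Bmi1 reporter signal indicates esBAF inhibition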
ARNT TACC3 PPI = ARNT/TACC3 interaction disruption; AlphaScreen His-ARNT PAS-B/GST-TACC3 binding, luminescence; TACC3 fragment carries E629A point mutation; inhibition, % at 9.99 µM; Q9Y6A5; hit rate 0.66% among 390,000;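 active = mean inhibition of replicates at least 50% and at least half of replicates each reaching 50%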;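 also: 0% = complete ARNT plus TACC3 wells and 100% = ARNT alone without TACC3; many hits fall short of the cut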
An asterisk follows results filed as active.

Molecule | RAD54 branch | esBAF inh | ARNT TACC3 PPI
O=C(O)c1ccc(COc2c(F)c(F)cc(F)c2F)o1 | -6 | -5 | -9
COc1ccc2c(c1)C=C(C(=O)NCc1ccc(Cl)cc1)CO2 | 7 | -5 | -17
O=C(CSc1cccc(C(F)(F)F)c1)N1CCN(S(=O)(=O)c2ccccc2)CC1 | 1 | 8 | -1
Cc1ccccc1NC(=O)N1C2CCCC1CC(NC(=O)C1CC1)C2 (stereo unspecified) | -12 | 1 | -32
Cc1cc2c(c(=O)n1CCc1ccccc1)C(c1ccco1)C(C#N)=C(N)O2 (stereo unspecified) | 1 | 1 | 3
COc1ccc(C(=O)O)cc1F | 5 | -2 | -4
Cc1nnc(NCCc2ccccc2)[nH]c1=O | -3 | 3 | -6
CCOc1ccc(C2=C(C=Nc3c(C)n(C)n(-c4ccccc4)c3=O)C(c3ccc(F)cc3)c3ccccc3O2)cc1 (stereo unspecified) | 12 | 11 | -3
Cc1ccccc1C1C(C#N)=C2N=C(N)c3c(sc4c3CCCCC4)N2C2=C1C(=O)CC(C)(C)C2 (stereo unspecified) | -6 | -2 | 11
O=C1C=C(c2cccc(Cl)c2)C[C@@H](c2ccc(F)cc2)C1 | 5 | -1 | 28
CCN=C(Nc1ccc2c(c1)OCO2)SC1CC(=O)N(c2ccccc2F)C1=O (stereo unspecified) | 4 | -7 | -5
O=c1[nH]n(-c2ccc(F)cc2)c2ncccc12 | -6 | -6 | -3
COc1ccc(C)cc1S(=O)(=O)Nc1cccc(Cl)c1Cl | -5 | -5 | -3
Cc1ccc(C(=O)C2=C(O)C(=O)N(c3ncccn3)C2c2ccc(Cl)cc2)o1 (stereo unspecified) | -10 | -9 | 0
N#C/C(C(=O)c1ccccc1)=C1/CCCN1 | 3 | 22 | 1
CCCc1nc2oc3c(NCCN(C)C)ncnc3c2c2c1CCCC2 | -10 | -10 | -2
Cc1cc(C)n(-c2nc3ccccc3[nH]c2=O)n1 | -14 | -2 | 1
CO/N=C/NC(=O)c1c(OC)ccnc1Oc1ccc(Cl)cc1 | -1 | -2 | -8
O=C(Nc1cccc(C(F)(F)F)c1)N1CCN(C(=O)Nc2cccc(C(F)(F)F)c2)CC1 | -14 | -9 | -6
O=C(O)CCN1C(=O)/C(=C\c2ccc(-c3nc4ccccc4s3)o2)SC1=S | -20 | 36 | 67*
CCOC(=O)CSC1=NC(=O)CS1 | -16 | -9 | -3
COC(=O)CCCC(=O)Nc1ccc(Cl)c(Cl)c1 | -18 | -1 | -2
CCN1C(=O)C2(C(C#N)=C(N)Oc3n[nH]c(C(C)C)c32)c2ccccc21 (stereo unspecified) | 9 | 6 | -4
COC(=O)C1(c2ccccc2)NC(c2cccs2)C2C(=O)N(C)C(=O)C21 (stereo unspecified) | -4 | -4 | -6
CCOc1ccc(Br)cc1/C=N/NC(=O)c1ccncc1 | 3 | -11 | 4

Sorted by value in esBAF inh (ascending): four from the list above
smiles	esBAF inh
O=C(Nc1cccc(C(F)(F)F)c1)N1CCN(C(=O)Nc2cccc(C(F)(F)F)c2)CC1	-9
CCN=C(Nc1ccc2c(c1)OCO2)SC1CC(=O)N(c2ccccc2F)C1=O (stereo unspecified)	-7
CO/N=C/NC(=O)c1c(OC)ccnc1Oc1ccc(Cl)cc1	-2
Cc1nnc(NCCc2ccccc2)[nH]c1=O	3

(list continues)
Molecule | RAD54 branch | esBAF inh | ARNT TACC3 PPI
CCOc1ccc(NS(=O)(=O)c2ccc(OCC(=O)N3CCCC3)cc2)cc1 | -5 | -3 | -8
O=C(NCc1ccc(Cl)cc1)c1cnccn1 | -16 | -9 | -4
COc1ccc(Nc2ncc(C(=O)N3CCN(Cc4ccccc4)CC3)c3ccccc23)cc1 | -7 | 15 | 8
Cc1cc(-c2ccccc2)nc(Oc2cccc(C(F)(F)F)c2)c1S(C)(=O)=O | 5 | -13 | 12
COc1ccc(C2NC(=O)c3ccccc3O2)c(OC)c1OC (stereo unspecified) | 4 | -9 | 3
Cc1nn(C)c(C)c1S(=O)(=O)N1CCc2ccccc21 | -14 | -1 | -2
CCOc1nc(N(C)C)nc(-n2nnc(C(C)=O)c2C)n1 | -11 | 2 | -1
Brc1ccc(Oc2ncc(CN3CCN(c4ccccc4)CC3)s2)cc1 | 1 | -1 | -1
O=C(CCCN1CCOCC1)c1ccc2c(c1)OCCO2 | 6 | 50* | -14
O=C(NCc1ccccn1)C1CCCN(S(=O)(=O)c2cc(Cl)ccc2Cl)C1 (stereo unspecified) | -5 | 3 | 2
COc1ccc(-c2csc(N3CCN(C(=O)c4ccccc4)CC3)n2)cc1 | 2 | 5 | -1
COc1ccc(NC(=O)CSc2nnc(-c3ccccc3C)n2N)cc1 | -12 | -4 | 5
CN(C)c1ncc(S(=O)(=O)c2ccccc2)c(-c2ccccc2Cl)n1 | 0 | 5 | -6
CC(=O)c1c(C)cc(C)c(CSc2nc(C)cc(=O)[nH]2)c1C | 6 | -8 | 4
COc1ccc(N=C2CCCN2CC(N)=O)cc1 | -4 | -1 | 6
O=C1C=C(c2cccs2)CC(c2cccs2)C1n1cnc([N+](=O)[O-])c1 (stereo unspecified) | 4 | -4 | 7
CCOC(=O)c1ccc(COC(=O)CNC(=O)CNC(=O)c2ccc(OC)cc2)o1 | 7 | -4 | -5
O=C(Nc1cccc2ccccc12)N1CCN(c2ccc(F)cc2)CC1 | 3 | -3 | 6
COCCn1cnc2c1c(=O)[nH]c(=O)n2Cc1ccccc1 | -16 | -5 | -2
O=C(CNC(=O)Cn1ccc2ccccc2c1=O)NCCCN1CCCCCC1 | -45 | 0 | 3
COc1ccc(OC)c(NC(=O)CSc2nnnn2-c2ccccc2F)c1 | -9 | 0 | 10
COc1cc(S(=O)(=O)NCc2ccccc2)ccc1F | 8 | 10 | 4
Cn1c(SCC#N)nnc1-c1ccc2c(c1)OCO2 | -8 | -3 | -7
Cc1ccc(-c2nn(C)c(=O)c3ccccc23)cc1CNC(=O)/C=C/c1ccccc1 | -11 | -4 | -8
Cc1c(N=C/C=C/c2ccccc2)cnn1C | 7 | -4 | -3
CC1=C[C@H](C)[C@H](c2c(F)cccc2Cl)CC1=O | -5 | 2 | -4
Cn1c(CCNC(=O)C(C)(C)C)nc2ccccc21 | -5 | -10 | -4
O=c1nc(-c2ccccc2)c2cc(Cl)ccc2[nH]1 | 4 | -6 | -10
CC(C)(C)C1=Nn2c(nnc2-c2ccccn2)SC1 | -4 | -1 | 72*
O=C(O)CNC(=O)c1ccc(S(=O)(=O)N2CCOCC2)cc1 | 2 | 3 | -22
CSc1cccc(NC(=O)CN(C2CCCCC2)S(C)(=O)=O)c1 | 5 | -10 | -3
COc1ccc(-c2nc(SCc3ccccc3)n(S(C)(=O)=O)n2)cc1 | 12 | 39 | 3
O=C(O)C1(NS(=O)(=O)c2ccc(Cl)cc2)CCCCC1 | -4 | -7 | 2
CCn1cc(C(=O)O)c(=O)c2cc(Br)ccc21 | -7 | 2 | 0
Cc1[nH]nc2c1C(c1ccc(OC(=O)c3ccco3)cc1)C(C#N)=C(N)O2 (stereo unspecified) | 7 | -4 | 9
CN1C=C(C(F)(F)F)C=C/C1=C(\C#N)c1nnc2n1CCCCC2 | -1 | -1 | -2
O=C(NCc1ccccn1)c1cc(-n2cnnc2)ccc1Cl | -10 | -5 | 5
CCOC(=O)c1c(C(C)(C)C)oc2ccc(OCC#N)cc12 | -2 | -2 | -4
CN(C)c1cccc(-c2nnc(SCCCC#N)o2)c1 | -3 | 13 | -1
Cc1ccc(C2CC(C(F)(F)F)n3ncc(C(=O)NCc4ccco4)c3N2)cc1 (stereo unspecified) | -11 | -5 | 16
O=c1oc2c(CN3CCCCC3)c(O)ccc2c2c1CCCCC2 | 3 | 4 | 0
COc1c(F)c(F)c(C(=O)Nc2ccc(NC(=O)c3ccco3)cc2)c(F)c1F | -8 | 4 | -1
Cc1ccc(CNc2ncnc3cc(Cl)ccc23)o1 | 8 | 9 | 0
CCC(C)(C)NC(=O)C(c1ccncc1)N(Cc1cccs1)C(=O)Cn1nnc2ccccc21 (stereo unspecified) | 7 | 2 | 5
Cc1cc(NC(=O)CCC(=O)N(c2ccccc2)C2(C(=O)NC3CCCCC3)CCCC2)no1 | -7 | -5 | -18
Cc1ccc(NC(=O)c2ccc(NCC3CCCO3)c([N+](=O)[O-])c2)cc1Cl (stereo unspecified) | -12 | 11 | 3
CC(NC(=O)c1ccccc1F)C(=O)O (stereo unspecified) | -12 | -3 | 23
Cc1ccc(S(=O)(=O)N(CC(O)CN2C(=O)NC(C)(C)C2=O)c2ccccc2)cc1 (stereo unspecified) | 0 | -3 | -9
Cc1cccc(S(=O)(=O)C(C#N)c2nc3ccccc3nc2N2CC(C)OC(C)C2)c1 (stereo unspecified) | 6 | -1 | 5
O=C1CCC2(C(=O)O)Sc3ccccc3N12 (stereo unspecified) | 1 | -6 | -5

Record cards, from the list above. Screens in order: RAD54 branch | esBAF inh | ARNT TACC3 PPI
Shown for O=c1nc(-c2ccccc2)c2cc(Cl)ccc2[nH]1 → 4 | -6 | -10
Shown for Cc1ccc(C2CC(C(F)(F)F)n3ncc(C(=O)NCc4ccco4)c3N2)cc1 (stereo unspecified) → -11 | -5 | 16

Following part
Molecule | RAD54 branch | esBAF inh | ARNT TACC3 PPI
CCOc1ccc(OCC)c(NC(=O)CN(C)S(=O)(=O)c2cnc[nH]2)c1 | -9 | -1 | -3
CC1CCN(C(=O)Cc2nn(C)c(=O)c3ccccc23)CC1 | 7 | 2 | -15
Cc1onc(-c2ccccc2Cl)c1C(=O)NCc1nc(-c2ccccc2)no1 | -3 | 0 | -3
CC1=CC(C)(C)NC(=S)N1c1ccc(C)cc1 | -13 | 8 | -2
COc1ccccc1NCCC#N | -2 | 3 | 11
COc1ccc(C(C)C)cc1S(=O)(=O)NCc1ccccn1 | -5 | -3 | 8
CCOc1ccccc1NC1c2ccccc2C(=O)N1c1cccnc1 (stereo unspecified) | -6 | -1 | -4
Cc1cc(C(=O)Nc2cccc(C(=O)O)c2)oc1C | -8 | -60 | 1
COCCNC(=O)c1cccc(OC2CCN(Cc3ccccc3OCCO)CC2)c1 | 4 | 0 | -4
Cc1ccc(S(=O)(=O)n2cnc3ccccc32)cc1 | -2 | -12 | -3
COCCN1C(=O)c2ccccc2C(C(=O)NCc2ccco2)C1c1c[nH]c2ccccc12 (stereo unspecified) | -1 | -1 | 3
O=C(NCCCCCCNC(=O)N1CCCCCC1)N1CCCCCC1 | -10 | 14 | 3
O=C(NCCCNc1ccc(C(F)(F)F)cc1[N+](=O)[O-])c1cc(F)c(F)cc1Cl | 4 | 0 | -5
CNC(=O)C1CC(=O)N(c2ccc(C)cc2)C1 (stereo unspecified) | 2 | -2 | -2
COc1ccccc1NC(=O)C1C2CCCCC21 (stereo unspecified) | 4 | 7 | -7
CC1(C)NC(=O)N(c2ccccc2Cl)C1(C)NO (stereo unspecified) | -6 | 7 | -3
Cc1ccc(Oc2ccc(NC(=O)CCC(=O)OCC(=O)c3cccs3)cc2)cc1C | -1 | 22 | 5
Cc1ccc(C(=O)Nc2c(C(=O)NCc3ccco3)cnn2-c2ccccc2)cc1 | -7 | 6 | 1
Cc1ccc(-c2nnn(C(C)C(=O)N3c4ccccc4CCc4ccccc43)n2)cc1 (stereo unspecified) | -3 | -8 | -3
CC(Oc1ccc(Br)cc1)C(=O)N1CCc2ccccc21 (stereo unspecified) | 4 | 3 | -8
COc1ccc(CCNC(=O)C2CCN(C(=O)NC3CCCCC3)CC2)cc1 | 1 | 4 | -4
CC(C)(C)n1nnnc1CN(Cc1cccnc1)Cc1ccccc1Cl | 0 | 3 | -2
O=C(Cc1c(O)c2ccccc2[nH]c1=O)OC1CCCCC1 | 4 | 0 | 13
O=c1cc[nH]c2cccc(Cc3ccccc3)c12 | -7 | 12 | -4
CC(=O)Nc1nc(COc2ccccc2)cs1 | 4 | 10 | 4
CCCCn1c(=S)[nH]c2ncccc2c1=O | 2 | 3 | -4
CCOc1ccccc1NS(=O)(=O)c1c(C)noc1C | 6 | 3 | 21
CCn1c(O)c(C=NCCN2CCOCC2)sc1=S | 3 | -7 | -8
COC(=O)c1ccc(-n2c(CCC(=O)O)ccc2-c2ccc(C)cc2)cc1 | -4 | -1 | 3
O=C(c1cccc(Cl)c1)N1CCN(C(=O)c2ccccc2F)CC1 | -3 | -2 | -43
COc1cc(NC(=O)Cc2ccc(Cl)cc2)ccc1NC(=O)c1ccco1 | 1 | 3 | 10
Cc1ccc(C(C(=O)NCc2ccco2)N(CC2CCCO2)C(=O)Cn2nnc3ccccc32)cc1 (stereo unspecified) | 0 | -2 | -2

Three of these compounds in a different format.
Each structure is followed by: RAD54 branch, esBAF inh, ARNT TACC3 PPI
O=C(c1cccc(Cl)c1)N1CCN(C(=O)c2ccccc2F)CC1
 : -3, -2, -43
CCOc1ccccc1NS(=O)(=O)c1c(C)noc1C
 : 6, 3, 21
COC(=O)c1ccc(-n2c(CCC(=O)O)ccc2-c2ccc(C)cc2)cc1
 : -4, -1, 3

Some of these compounds in order of length of the SMILES, ascending.
Molecule | RAD54 branch | esBAF inh | ARNT TACC3 PPI
CCOc1ccccc1NS(=O)(=O)c1c(C)noc1C | 6 | 3 | 21
O=C(c1cccc(Cl)c1)N1CCN(C(=O)c2ccccc2F)CC1 | -3 | -2 | -43
COc1cc(NC(=O)Cc2ccc(Cl)cc2)ccc1NC(=O)c1ccco1 | 1 | 3 | 10

Screening results as filed in PubChem.

Only part of the results is shown; count on the stated rates, not on these rows.
